High-throughput results from PubChem BioAssay.
MITF inh – human MITF inhibition, primary screen. O75030. AlphaScreen MITF homodimerization, bead proximity signal. inhibition, % at 2.6 µM. actives 0.91% (n = 650,000); in the data active = inhibition above about 50%;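 also: 0% = vehicle wells with protein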
TEAD-YAP block – TEAD-YAP interaction inhibition; HEK-TIYL cells, TEAD-Gal4/YAP UAS-luciferase luminescence; inhibition, % at 9.12 µM; actives 1.4% (n = 640,000); AID 1259422; in the data active = inhibition above about 32%;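 also: 0% = median of test compound wells and 100% = reference inhibitor wells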
FBW7 activator – activators of human E3 ligase FBW7. Q969H0. normalized activity (activation), % at 26.1 µM. AID 1259310. actives 0.13% (n = 650,000). AlphaScreen FBW7–phospho-cyclin E peptide binding, activator screen; in the data active = normalized activity above about 1.9%;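 also: purified mutant Fbw7 with reduced substrate affinity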
Target sequence (Q969H0 whole entry, looked up): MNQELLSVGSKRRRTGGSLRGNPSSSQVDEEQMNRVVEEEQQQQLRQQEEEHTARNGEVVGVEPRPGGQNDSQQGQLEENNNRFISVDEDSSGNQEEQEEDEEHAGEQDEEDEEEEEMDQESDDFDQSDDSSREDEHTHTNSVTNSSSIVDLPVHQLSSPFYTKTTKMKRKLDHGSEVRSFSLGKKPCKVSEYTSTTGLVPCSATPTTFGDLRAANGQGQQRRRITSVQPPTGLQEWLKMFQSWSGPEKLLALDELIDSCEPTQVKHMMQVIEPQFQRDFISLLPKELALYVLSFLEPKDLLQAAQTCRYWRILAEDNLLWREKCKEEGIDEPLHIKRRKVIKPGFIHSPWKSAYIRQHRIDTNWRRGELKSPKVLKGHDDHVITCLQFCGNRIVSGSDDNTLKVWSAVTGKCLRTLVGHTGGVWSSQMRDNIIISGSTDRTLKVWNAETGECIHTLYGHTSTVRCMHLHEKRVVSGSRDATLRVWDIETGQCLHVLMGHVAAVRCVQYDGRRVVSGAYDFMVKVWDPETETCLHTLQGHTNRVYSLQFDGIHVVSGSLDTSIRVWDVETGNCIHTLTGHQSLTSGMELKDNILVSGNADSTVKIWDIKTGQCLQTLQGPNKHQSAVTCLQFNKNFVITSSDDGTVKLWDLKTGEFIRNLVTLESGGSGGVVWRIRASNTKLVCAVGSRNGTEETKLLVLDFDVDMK
GPR151 ag – activates the human receptor GPR151; Q8TDV0; PathHunter beta-arrestin GPR151 cells, luminescence; activation, % at 11.2 µM; actives 1% (n = 650,000); in the data active = activation above about 4.9%;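 also: 0% = median of compound wells and 100% = cells with positive control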
* hit, by the source's call.

SMILES	MITF inh	TEAD-YAP block	FBW7 activator	GPR151 ag
CCNc1cc(Nc2ccc3c(c2)OCO3)nc(N)n1	1	1	0.5	-0.6
O=C(CCCCCCC(=O)N/N=C/c1ccccc1O)N/N=C/c1ccccc1O	-10	4	0.2	-0.1
Cc1cccc(Cn2c(-c3cccs3)noc2=O)c1	1	-9	0.1	0.1
O=C(Cc1cccnc1)NCCN1Cc2ccccc2OC(c2ccccc2)C1 (centres undefined)	7	-5	1.0	0.9
CC(CC(=O)O)CC(=O)N1CCC2(CC1)OCc1cc(-c3ccc(F)cc3)ccc1O2 (centres undefined)	0	-13	-0.1	-0.2
O=C(C1CC2CCCN2C12C(=O)Nc1ccccc12)N1CCCCCC1 (centres undefined)	12	-3	0.1	-0.7
COCCNC(=O)C(c1ccccc1C)N(CCOC)C(=O)Cn1nnc2ccccc21 (centres undefined)	0	-7	-0.1	-0.3
Cc1sc2nc(C3CC3)n(C3CCN(CC(=O)NC4CC4)CC3)c(=O)c2c1C	1	-3	-0.1	0.3
COC(=O)c1cn(NC(=O)c2ccc(OC)cc2OC)c(=O)c2ccccc12	7	-1	0.1	0.1
O=C(CSc1nnc2c(n1)[nH]c1ccccc12)c1cccs1	10	-3	-0.1	1.8
O=C1CCCc2c1c1cc(NS(=O)(=O)c3ccc(Br)cc3)ccc1n2S(=O)(=O)c1ccc(Br)cc1	1	-1	0.0	-1.0
Cc1ccc(-c2nc(C)c(CCNS(=O)(=O)c3cccs3)s2)cc1	5	-14	-0.1	1.8
COc1cc(OC)c(CN2CCN(C3CCCC3)C(CCO)C2)c(OC)c1 (centres undefined)	11	-2	-0.1	-1.2
Cc1ccc([N+](=O)[O-])cc1NC(=S)NC(=O)c1ccccc1Cl	21	-13	-0.1	0.4
COc1cccc(CN2CCNC(=O)C2CC(=O)NCc2cc(F)ccc2C)c1OC (centres undefined)	5	9	-0.1	0.8
O=C(O)C1CCN(C2CCN(CCc3ccccc3)CC2)CC1	0	-3	0.0	0.8
COC(=O)[C@@H]1CCCN1C(=O)Cc1ccc(N2CCC(N(C)Cc3ccn[nH]3)CC2)cc1	7	2	0.1	-0.7
COc1ccc(NC(=O)CNC(=O)Cn2cnc3sc4c(c3c2=O)CCCC4)c(OC)c1	-12	6	0.0	1.1
CCOc1cc(CN2CCN(CCc3ccccc3)C(CCO)C2)ccc1OC (centres undefined)	5	4	-0.1	1.1
O=C(Nc1cc(Cl)ccc1O)c1ccc2c(c1)C(=O)N(Cc1ccccc1)C2=O	-13	-9	-0.1	3.8
COc1cc(C(=O)Nn2c(C)nc3ccccc3c2=O)cc(OC)c1OC	3	12	0.0	-0.6
Cc1cc(I)ccc1NC(=O)CCN1C(=O)c2ccccc2C1=O	12	-6	0.2	-1.2
Cc1ccc(-c2cnc(SCC(=O)Nc3nc(C)c(C)s3)[nH]2)cc1	-1	-17	-0.3	1.3
CCCCC1CC1C(=O)Nc1cccc2c(NC(=O)C3CC3CCCC)cccc12 (centres undefined)	-15	-7	-0.3	-0.8
CCNc1nc2ccc(C(=O)Nc3ccccc3)cc2s1	10	-86	0.0	-4.9
O=C1CC(=O)Nc2cc(S(=O)(=O)N3CC=C(c4ccccc4)CC3)ccc2N1	11	3	-0.1	-0.1
O=C(NCc1ccccc1)C1CC12CCN(Cc1cc3ccccc3o1)CC2 (centres undefined)	-13	-3	0.0	-1.7
CCCc1[nH]nc2c1C(c1ccc(O)c(OC)c1)C(C#N)=C(N)O2 (centres undefined)	3	3	1.4	-1.1
CCCCNC(=S)N(C)/N=C/c1ccc(C(=O)O)cc1	10	-3	0.4	0.3
COc1ccc(-c2nc3s/c(=C\C=C\c4ccccc4)c(=O)n3n2)cc1	18	-1	0.6	-0.5
S=c1nc(NCCc2ccccc2)c2ccccc2[nH]1	2	-81	0.0	1.5
Cc1ccc(NC(=O)c2cc(S(=O)(=O)NCCC3=CCCCC3)ccc2F)cc1F	16	34*	0.7	-3.0
Cc1ccc(CNC(=O)CCN2N=C(c3ccc(C)cc3)CCC2=O)cc1	-7	10	0.1	-0.5
CN(CC(=O)OCC(=O)OC(C)(C)C)S(=O)(=O)c1ccc(Cl)cc1	13	6	0.3	-0.8
N=C1CCCN1CC(=O)c1ccc2c(c1)OCCO2	-10	-48	0.1	-5.3
NC(=O)c1ccc(NC(=O)COC(=O)c2ccc(C(=O)c3ccccc3)cc2)cc1	2	-2	-0.1	-1.9
Cc1cc(C(=O)CSc2ncccn2)c(C)n1Cc1ccco1	0	-32	-0.1	0.8
O=C(c1cccn2c(=O)c3ccccc3nc12)N1CCN(c2cccc(Cl)c2)CC1	0	-9	0.0	-0.2
Cc1ccc(NC(=O)CCS(=O)(=O)c2ccc(Br)s2)c(Cl)c1	8	8	-0.2	0.3
CCN(CC)CCNC(=O)C(C)n1nc(C)c2sc3ccccc3c2c1=O (centres undefined)	-3	4	0.0	-0.4
O=C(CSc1nnc(CNC(=O)c2ccco2)n1-c1cccc(C(F)(F)F)c1)Nc1nccs1	10	-2	0.1	-0.2
CCCCC(=O)Nc1c2c(nn1-c1cccc(C)c1C)CSC2	3	11	0.5	0.9
CN(C)c1ccc(NC(=O)N2CCC3(CC2)OCc2cc(F)ccc2O3)cc1	1	-1	-0.2	0.8
CCOC(=O)c1c(NC(=O)c2nn(C)cc2[N+](=O)[O-])sc2c1CCCC2	17	-1	0.2	-0.7
COc1cccc(CN2CCN(Cc3cccc(C)c3)CC2)c1OC	76*	1	-0.2	0.9
Cc1cc(NC(=O)COC(=O)CSc2ccc(Cl)cc2)no1	5	-4	0.1	2.1
O=C1CCSc2c1cccc2C(=O)NCCN1CCOCC1	6	-9	0.3	1.5
CC(C)(C)c1cc(C(=O)CSc2nncn2-c2ccccc2)cc(C(C)(C)C)c1O	3	7	-0.1	-1.3
Cc1cccc(N2N=C([N+](=O)[O-])C(c3ccco3)NC2c2ccco2)c1 (centres undefined)	18	-15	0.0	-0.9
COCCNC(=O)C1c2ccccc2C(=O)N(Cc2ccc(F)cc2)C1c1ccc(OC)cc1 (centres undefined)	-11	-2	0.0	-0.7
O=C(CCCCCn1c(=S)[nH]c2ccccc2c1=O)NCc1cccc(Cl)c1	-3	-1	0.0	1.2
CSc1nc(C)nc(N/C=C(\C#N)S(=O)(=O)c2ccccc2Cl)n1	12	4	0.6	-0.9
CCN1C(=O)c2ccccc2S(=O)c2ccc(C(=O)NCCCN3CCCC3=O)cc21 (centres undefined)	25	4	0.6	2.6
N/C(=N\OC(=O)c1ccc(I)cc1)c1ccccc1	-9	-23	0.0	1.5
Cc1cccc(NC(=O)Nc2nnc(N3CCCCC3C)s2)c1C (centres undefined)	3	-2	0.2	0.1
Cc1ccc(C2CC(C(F)(F)F)n3ncc(C(=O)Nc4ccc(F)c(Cl)c4)c3N2)cc1 (centres undefined)	-2	3	0.0	0.5
COc1ccc(C2CC(c3cccs3)=NN2C(=O)CSc2nnc(CNC(=O)c3cccc(F)c3)n2-c2cc(C)ccc2C)cc1 (centres undefined)	9	1	0.4	0.1
O=c1nc2n(c3ccc(Br)cc13)CC(O)=C2c1nc2ccccc2s1	1	6	0.1	-0.1
Cc1ccc(CNC(=O)CCC2CCCN(Cc3cccc4ncccc34)C2)o1 (centres undefined)	7	-6	0.0	-1.1
COc1ccc(OC)c(C(=O)c2ccc(C(=O)NC(C)(C)C)cc2)c1	1	-3	-0.1	-1.2

Given with each value named: entries from further up
CCN1C(=O)c2ccccc2S(=O)c2ccc(C(=O)NCCCN3CCCC3=O)cc21 (centres undefined)
  MITF inh = 25	TEAD-YAP block = 4	FBW7 activator = 0.6	GPR151 ag = 2.6
N/C(=N\OC(=O)c1ccc(I)cc1)c1ccccc1
  MITF inh = -9	TEAD-YAP block = -23	FBW7 activator = 0.0	GPR151 ag = 1.5
Cc1cccc(NC(=O)Nc2nnc(N3CCCCC3C)s2)c1C (centres undefined)
  MITF inh = 3	TEAD-YAP block = -2	FBW7 activator = 0.2	GPR151 ag = 0.1
Cc1ccc(C2CC(C(F)(F)F)n3ncc(C(=O)Nc4ccc(F)c(Cl)c4)c3N2)cc1 (centres undefined)
  MITF inh = -2	TEAD-YAP block = 3	FBW7 activator = 0.0	GPR151 ag = 0.5

(next part)
SMILES	MITF inh	TEAD-YAP block	FBW7 activator	GPR151 ag
O=C(OCCN1C(=O)c2cccc3c(N4CCOCC4)ccc(c23)C1=O)c1cccs1	-22	5	0.1	-0.6
COc1ccc(C2CC(C(F)(F)F)n3ncc(C(=O)NCc4cccs4)c3N2)cc1OC (centres undefined)	-1	-29	0.1	-0.6
Cc1ccc(NC(=O)C(=O)NCCN2CCN(S(=O)(=O)c3ccc(F)cc3)CC2)cc1Cl	-3	-1	0.1	0.3
Cc1nc2ccc(Br)cc2[nH]1	4	-16	0.0	-1.2
COc1ccc(-c2noc(C(C)c3ccc([N+](=O)[O-])cc3)n2)cc1OC (centres undefined)	7	12	-0.1	1.0
COc1ccc(N=Cc2ccc3ncccc3c2)cc1N	3	-8	-0.5	-1.5
O=C(c1nn2c(c1Cl)NC(c1ccco1)CC2C(F)(F)F)N1CCCC1 (centres undefined)	20	0	-0.1	2.3
CCCOc1ccc(NC(=O)CC2C(=O)N(c3ccc(OC)cc3)C(=S)N2CCCN2CCN(C)CC2)cc1 (centres undefined)	8	8	0.1	0.6
COc1ccc(NC(=O)c2nn(-c3ccccn3)c3ccc(OC)cc23)cc1	-21	-8	0.0	0.9
CCc1cc(=O)oc2c(C)c(OC(C)C(=O)OC)ccc12 (centres undefined)	6	8	-0.1	1.0
CC(C)P(=O)(Cc1cccc(C#N)c1)C(C)C	-6	3	0.0	-0.5
CCOC(=O)c1c(NC(=O)CSc2cn(CC)c3ccccc23)sc2c1CCCC2	-6	-1	0.0	1.6
CCOC(=O)Cc1cc(=O)n2[nH]c(C(F)(F)F)c(-c3ccccc3)c2n1	4	-3	0.3	-1.6
CC(C)N1CN=C(Nc2nc3ccccc3o2)NC1	-2	-31	-0.1	0.5
Cc1ccc(C(C)C)c(OC2=NS(=O)(=O)c3cc([N+](=O)[O-])ccc32)c1	16	6	0.0	13*

Compound profiles (already shown). Order of values: MITF inh, TEAD-YAP block, FBW7 activator, GPR151 ag
`O=C(OCCN1C(=O)c2cccc3c(N4CCOCC4)ccc(c23)C1=O)c1cccs1` as listed: -22, 5, 0.1, -0.6
`CC(C)N1CN=C(Nc2nc3ccccc3o2)NC1` as listed: -2, -31, -0.1, 0.5
`CCOC(=O)Cc1cc(=O)n2[nH]c(C(F)(F)F)c(-c3ccccc3)c2n1` as listed: 4, -3, 0.3, -1.6

(listing goes on)
SMILES	MITF inh	TEAD-YAP block	FBW7 activator	GPR151 ag
Cc1ccc(C)n1-c1ccc2c(c1)OCCO2	2	26	-0.1	0.7
CCOc1ccc(NC(=O)c2cc3ccccn3n2)cc1	6	28	1.4	-1.7
CCOc1ccc(C(=O)Nc2c3c(nn2-c2ccccc2C)CS(=O)C3)cc1 (centres undefined)	10	2	0.2	0.7
Cc1ccc(S(=O)(=O)NCCC(=O)NC2CCC(C)CC2)cc1 (centres undefined)	0	5	0.2	0.7
O=C(O)CCCC(=O)N1N=C(c2ccc(Br)cc2)CC1c1ccc(Cl)cc1 (centres undefined)	-1	4	-0.2	0.4
COC(=O)C1=C(C)NC2=C(C(=O)CCC2)C1c1cc2c(cc1Br)OCO2 (centres undefined)	2	9	0.0	0.7
NC(=O)COc1ccc(C23CC4CC(CC(C4)C2)C3)cc1	-17	-6	-0.2	-0.3
CCN1C(=O)CC(C(=O)OC)C12CCN(C(=O)CSc1nc3ccc(C)cc3[nH]1)CC2 (centres undefined)	6	5	-0.1	2.1
COc1ccc2cc3cc(C(=O)N4CCC5(CC4)OCCO5)sc3nc2c1	7	-38	-0.4	0.8
N=c1n(CCN2CCCCC2)c2ccccc2n1CC(=O)c1ccco1	15	6	0.4	0.9
O=C1c2ccccc2C(=O)N1c1ccc(O)cc1	-15	10	0.0	-1.9
CCc1nc(SCC(=O)c2ccc(C)cc2)c(C#N)cc1C	-10	-24	0.6	-1.3
Nc1nc(NCCOc2ccccc2)cc(Nc2ccccc2)n1	2	-13	-0.3	0.8
c1cc(Nc2nc3ncnc(NCCN4CCOCC4)c3[nH]2)ncn1	1	12	-0.2	1.2
CCOc1ccccc1C(=O)Nc1cccc(-c2cn3ccsc3n2)c1	-12	-12	0.7	-0.5
COCCNC(=O)c1ccc2c(c1)N(Cc1ccccc1)C(=O)CS2=O (centres undefined)	-11	3	0.1	3.4
